Screens deposited in PubChem by National Center for Advancing Translational Sciences (NCATS).
TDP1 inh: inhibitors of human tyrosyl-DNA phosphodiesterase TDP1; Q9NUW8; recombinant TDP1, AlphaScreen DNA substrate cleavage; Potency, µM (titrated, usually from 130 µM), for inactives: at the highest dose activity change, negative = inhibition, actives largely listed as inhibitors; actives 0.28% (n = 350,000); AID 485290; note: nearly all actives have a fitted effect of over 40% in size
Target sequence (Q9NUW8 whole entry, looked up): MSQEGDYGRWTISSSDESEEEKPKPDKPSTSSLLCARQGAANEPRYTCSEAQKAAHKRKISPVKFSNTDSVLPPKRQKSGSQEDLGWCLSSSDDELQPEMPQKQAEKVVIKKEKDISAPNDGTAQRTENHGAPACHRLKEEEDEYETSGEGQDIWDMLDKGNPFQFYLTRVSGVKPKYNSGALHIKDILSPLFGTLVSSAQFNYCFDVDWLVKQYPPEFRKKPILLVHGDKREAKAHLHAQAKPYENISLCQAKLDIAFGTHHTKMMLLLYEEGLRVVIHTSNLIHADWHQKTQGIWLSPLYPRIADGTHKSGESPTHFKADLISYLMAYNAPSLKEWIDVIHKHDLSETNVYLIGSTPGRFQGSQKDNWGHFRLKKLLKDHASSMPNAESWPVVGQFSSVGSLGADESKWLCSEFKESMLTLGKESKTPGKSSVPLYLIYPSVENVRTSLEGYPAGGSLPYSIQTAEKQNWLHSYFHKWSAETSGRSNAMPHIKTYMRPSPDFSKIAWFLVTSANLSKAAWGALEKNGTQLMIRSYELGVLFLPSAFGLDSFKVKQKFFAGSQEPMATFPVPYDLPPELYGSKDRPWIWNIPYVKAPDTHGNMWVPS
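Compounds were preincubated with Tdp1 (1 nM final) for 15 min at room temperature before substrate (15 nM final) started a 5 min reaction; beads (10 ug/ml final) were then added for 10 min before AlphaScreen detection.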
DT40 TDP1 CPT: growth inhibition of DT40 Tdp1-/-;hTDP1 cells with camptothecin (screen for TDP1 inhibitors) | chicken DT40 Tdp1-/-;hTDP1 cells + 20 nM CPT, ATP luminescence, 48 h | Potency, µM (series often up to 46.2 µM), without a hit: at the highest dose activity change, negative = growth inhibition, actives largely listed as inhibitors | actives 12% (n = 420,000) | AID 686979; note: nearly all actives have a fitted effect of over 55% in size
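Chicken DT40 Tdp1-/- cells stably complemented with human TDP1 were seeded at 400 cells/well in medium containing 20 nM camptothecin, exposed to pin-transferred compounds, and grown at 37 °C for at least 48 hr. Viability was read as ATP luminescence.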
TDP1 cell noCPT: qHTS for Inhibitors of human tyrosyl-DNA phosphodiesterase 1 (TDP1): qHTS in cells in absence of CPT | DT40 Tdp1-/- hTDP1 cells, no CPT, ATP luminescence, 48 h | Potency, µM (highest dose often 46.2 µM), without a hit: at the highest dose activity change, negative = growth inhibition, hits mostly inhibitors | actives 15% (n = 420,000) | AID 686978, 2013; note: nearly all actives have a fitted effect of over 55% in size
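DT40 Tdp1-/-;hTDP1 cells, no CPT (DMSO vehicle only), 400 cells/well; compounds pin-transferred; ≥48 hr, 37 °C; CellTiter-Glo 30 min RT dark, luminescence read.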
Starred values were filed as active, the others as inactive; ? = inconclusive; · = no result given; & = joins results of further samples; [ ] = dose if it differs, or a comment. Calls come from the whole dose curve; as a rule, active = well fitted curve in the direction sought with a large enough effect; inconclusive = small, poorly fitted or top-dose-only effect, or another doubt; inactive = no such curve, though single readings can be large; an effect the other way counts as inactive or inconclusive. % is set by controls: 0 for no effect and ±100 for the full control effect; potency is the fitted concentration of half-maximal effect.

Under each structure – TDP1 cell noCPT | TDP1 inh | DT40 TDP1 CPT
- O=C(Nc1ccccc1C(=O)N1CCOCC1)c1ccco1
  -1% | 4% | -8%
- COc1ccc(N2CCN(Cc3nc4c(c(=O)[nH]c(=O)n4C)n3CC(C)=O)CC2)cc1
  -9% | -5% | 14%
- O=C1NN(c2ccc(Br)cc2)C(=O)/C1=C\c1ccc(O)cc1O
  -10% | · | 7%
- O=C(CCNS(=O)(=O)c1ccccc1C(F)(F)F)NC1CCCCCC1
  -9% | 0% | -14%
- O=C(Cn1nnc(-c2cccs2)n1)OC1CCCCC1
  4% | 0% | 2%
- CCOc1ccc(NS(=O)(=O)c2cc3c4c(c2)CCN4C(=O)CC3)cc1
  ? | · | -23%
- CN(C)c1ccc(C=O)c(O)c1
  -3% | · | 0%
- CCOc1cc(CNCCSc2nnnn2C)ccc1OCc1ccc(Cl)cc1Cl
  26µM* | 2% | 26µM*
- CCc1ccc(Sc2cc(C(=O)NCCCOC(C)C)c3ccccc3n2)cc1
  ? | 0% | ?
- O=C(NCCc1cccnc1)C1CCC(=O)N(CCc2cccc(F)c2)C1 (configuration not stated)
  6% | 3% | 10%
- O=c1cc(-c2ccccc2)nc(SCc2nc(-c3ccc(C(F)(F)F)cc3)no2)[nH]1
  -14% | -7% | -4%
- N#CC12C(=O)NC(=O)C1(C#N)C21CCCC1 (configuration not stated)
  0% | · | 11%
- CC(=O)c1cc(C)c(OC(=O)c2ccccc2)c(C)c1
  ? | · | ?
- CCOC(=O)c1c(C)n(-c2ccccc2)c2ccc(OC(=O)c3cccc(OC)c3OC)cc12
  -26% | -7%[12.3 µM] | -18%
- Cc1ccc(S(=O)(=O)N2CCC(C(=O)N3CCC[C@H]3C(=O)NC3CCS(=O)(=O)C3)CC2)cc1 (some centres not stated)
  1% | 7% | 2%

A second format for three compounds above:
Structure | TDP1 cell noCPT | TDP1 inh | DT40 TDP1 CPT
Cc1ccc(S(=O)(=O)N2CCC(C(=O)N3CCC[C@H]3C(=O)NC3CCS(=O)(=O)C3)CC2)cc1 (some centres not stated) | 1% | 7% | 2%
O=C(Nc1ccccc1C(=O)N1CCOCC1)c1ccco1 | -1% | 4% | -8%
O=C1NN(c2ccc(Br)cc2)C(=O)/C1=C\c1ccc(O)cc1O | -10% | · | 7%

(further entries)
Under each structure – TDP1 cell noCPT | TDP1 inh | DT40 TDP1 CPT
- CC(C)(C)C(O)CN1CCCC1 (configuration not stated)
  10% | 0% | 0%
- CSc1nc(C)c(CCOCc2ccc(F)cc2)c(=O)[nH]1
  ? | 6% | -5%
- Cc1ccc2c(CN3CCN(C(=O)c4ccc(Br)cc4)CC3)cc(=O)oc2c1
  ? | 5% | 21µM*
- COc1ccc2oc(=O)cc(C)c2c1
  ? | 2% | 13%
- CCOC(=O)C1CCCN(Cc2nc(N)nc(Nc3ccc(Cl)cc3)n2)C1 (configuration not stated)
  16µM* | 7% | ?
- O=C(Cc1ccc(Br)cc1)N1CCN(c2ccccc2O)CC1
  -12% | -5% | 2%
- CC(OC(=O)c1ccc2ccccc2n1)C(=O)c1ccccc1 (configuration not stated)
  12% | -2% | -21%
- Cc1cccc(Cn2c(N3CCc4ccccc4C3)nc3c2c(=O)[nH]c(=O)n3C)c1
  ? | -3% | ?
- CN(C)C(=O)c1cc(C(=O)c2ccccc2)c[nH]1
  17% | · | 14%
- O=C(O)c1cc(NC(=O)c2cccc(F)c2)cc(NC(=O)c2cccc(F)c2)c1
  -13% | -15% | 4%
- O=C(CCN1C(=O)/C(=C/c2ccccc2Cl)SC1=S)Nc1ccccc1C(=O)O
  -19% | · | -28%
- CC1(C)CC(NC(=O)c2ccccc2F)CC(C)(C)N1
  -2% | 1% | 7%
- COc1ncc2nc(CCc3ccccc3)c(=O)n(C)c2n1
  ? | · | -15%
- CN1CCCC2(CCCN(Cc3nc(Cc4cccc(C(F)(F)F)c4)no3)C2)C1 (configuration not stated)
  ? | 0% | -30%
- O=C1CCCC(=O)C1Sc1ccc(Cl)cc1
  -20% | 2% | -10%

Looked up one by one from above:
Under each structure – TDP1 cell noCPT | TDP1 inh | DT40 TDP1 CPT
- CN(C)C(=O)c1cc(C(=O)c2ccccc2)c[nH]1
  17% | · | 14%
- O=C(Cc1ccc(Br)cc1)N1CCN(c2ccccc2O)CC1
  -12% | -5% | 2%

New compounds follow
Under each structure – TDP1 cell noCPT | TDP1 inh | DT40 TDP1 CPT
- Cc1nc(N2CCOCC2)nc(Oc2ccccc2)c1[N+](=O)[O-]
  -24% | 2% | -8%
- CCCCCSc1nnc(-c2ccc(Br)cc2)o1
  -3% | 0%[12.3 µM] | -8%
- COc1cc(/C=N\NC(=O)c2sc(N)nc2C)cc(OC)c1OC
  13µM* | 9% | ?
- O=C(c1ccc(Cl)cc1)n1cnc2ccccc21
  ? | · | ?
- COc1ccc(S(=O)(=O)N2CCN(C(=O)c3c(C)nn(-c4ccccc4)c3C)CC2)cc1
  ? | 0% | ?
- COc1ccc(OC)c(/C=C/c2cc3ccccc3cn2)c1
  5µM* | · | 5µM*
- Cc1cc(C)c[n+](CC(=O)c2ccc(NC(=O)c3ccccc3)cc2)c1
  ? | -5% | ?
- CSc1ccc(CCNC(=O)c2c(C)oc3ncn(C)c(=O)c23)cc1
  18µM* | 4% | ?
- O=C(Nc1ccc2oc(=O)ccc2c1)c1ccc(-c2ccccc2[N+](=O)[O-])o1
  ? | · | 1%
- CCC(OC(=O)c1cc2sccc2n1C)C(=O)NCc1ccco1 (configuration not stated)
  -17% | 2% | ?
- O=C(COc1ccc(Cl)cc1)Nc1nnc(-c2ccc3c(c2)CCCC3)o1
  5.8µM* | 0% | -4%
- CCOC(=O)N/N=C\c1ccc(OC(=O)c2ccc3c(c2)OCO3)cc1
  -3% | 8% | 0%
- COC(=O)C(Cc1ccc(O)cc1)NC(=O)C(C)NC(=O)c1ccc(C(C)(C)C)cc1 (configuration not stated)
  ? | 0% | -10%
- CS(=O)(=O)N(CC(=O)NC1CCCCCC1)Cc1ccccc1
  -13% | 0% | -28%
- O=C1NC[C@H](c2ccccc2)OC(=O)[C@H](Cc2ccc(F)cc2)C/C=C\C[C@@H]1CC(=O)N(CCO)Cc1ccccc1
  16µM* | 1% | 21µM*
- Clc1ccc(-n2ncc3c(NCCCn4ccnc4)ncnc32)cc1
  -24% | 6% | ?
- O=C(CSc1nnc(-c2ccccn2)o1)Nc1ccccc1
  -1% | -3% | 0%
- Cc1ccc(-c2cc(NC(=O)COc3c(C)cc(C)cc3C)on2)cc1
  2% | -4% | -3%
- COCCN(Cc1nc(-c2ccc(C(F)(F)F)cc2)no1)C(C)C
  -24% | 0% | -6%
- COc1ccc(Oc2nc(OC)cc(OC)n2)cc1
  -28% | 3% | -24%
- Cc1cc(C(=O)OCC(=O)N2CC(C)CC(C)C2)c(C)o1 (configuration not stated)
  ? | 5% | -20%
- Cc1cc(C)c(S(=O)(=O)Nc2nnc(C3CCCCC3)s2)c(C)c1
  12% | 5% | -25%
- CNC[C@H]1Oc2c(NC(=O)C3CCCCC3)cccc2C(=O)N([C@H](C)CO)C[C@@H]1C
  2% | 1% | 12%
- O=C(COC(=O)c1cccc([N+](=O)[O-])c1)Nc1ncc(Br)s1
  1% | 1% | 4%
- Cn1c(=O)c2cn3c(c2n(C)c1=O)C(c1ccccc1)CC(c1ccccc1)=N3 (configuration not stated)
  ? | 5% | ?
- Cc1nc(NS(=O)(=O)c2cccs2)c2c3c(sc2n1)CCC3
  3% | 0% | -16%
- CC(Sc1ccccc1)C(=O)Nc1ccccc1C(=O)N1CCOCC1 (configuration not stated)
  -22% | 6% | -6%
- CCOc1ccc(CNc2ncc(-c3ccccc3)n2C)cc1
  ? | · | -20%
- CCOC(=O)C1(C)CCCN(C(=O)c2ccc(C)c(F)c2)C1 (configuration not stated)
  -29% | · | 2%
- COCCCNC(=O)c1ccc(-n2c(-c3ccccc3)cc3c2CCC(C)C3)cc1 (configuration not stated)
  16µM* | 4% | ?

Filtered by structure, those above with a thiophene ring, fused or not
Under each structure – TDP1 cell noCPT | TDP1 inh | DT40 TDP1 CPT
- O=C(Cn1nnc(-c2cccs2)n1)OC1CCCCC1
  4% | 0% | 2%
- CCC(OC(=O)c1cc2sccc2n1C)C(=O)NCc1ccco1 (configuration not stated)
  -17% | 2% | ?
- Cc1nc(NS(=O)(=O)c2cccs2)c2c3c(sc2n1)CCC3
  3% | 0% | -16%

The list continues.
Under each structure – TDP1 cell noCPT | TDP1 inh | DT40 TDP1 CPT
- Cc1nc2nncn2c(Nc2ccccc2)c1C
  18µM* | 9% | 21µM*
- Cc1ccc2nc(-c3ccc(Cl)c(NC(=O)COc4cccc(C)c4C)c3)oc2c1
  -2% | -1% | -4%
- O=C1NC(Cc2ccccc2)C(=O)N1Cc1cc([N+](=O)[O-])cc2c1OCOC2 (configuration not stated)
  ? | 1% | 18%
- CCOc1ccccc1-c1nn2c(Cc3ccccc3)nnc2s1
  -25% | 8% | -29%
- O=[N+]([O-])c1ccc(CSc2nc3ccccc3o2)cc1
  -9% | 7% | 0%
- O=c1cc(-c2ccccc2)oc2cc(O)ccc12
  ? | 11% | ?
- COc1c(O)cc2oc(-c3ccc(O)cc3)cc(=O)c2c1O
  ? | 15%&2% | 29µM*
- Cc1cc(C)c2c(NC(=S)NC(=O)c3ccccc3)nn(C)c2n1
  -8% | 9% | 1%
- O=C(c1ccc(N2CCOCC2)nc1)N1CCOCC1
  -12% | -5% | 9%
- Cc1ccc(NC2CCCN(C(=O)CCN3CCCCO3)C2)cc1C (configuration not stated)
  -17% | 5%[56.1 µM] | 21%
- COc1cc(Br)c(CC(=O)NO)cc1OC
  -29% | · | -3%
- CC1CC(C)CN(C(=O)c2ccc(CNc3c(N4CCCC4)c(=O)c3=O)cc2)C1 (configuration not stated)
  4% | 4% | -4%
- CCC1(C)Cc2ccccc2-c2[nH]c(=S)[nH]c(=O)c21 (configuration not stated)
  -6% | · | 29%
- CCOC(=O)CNC(=O)c1cnc(Nc2ccccc2OC)c2ccccc12
  5% | · | -19%
- COc1cc(/C=N/N(C)C)cc(Br)c1O
  1% | 1% | -2%

Compound profiles, as listed above:
Cc1nc(N2CCOCC2)nc(Oc2ccccc2)c1[N+](=O)[O-] is entered as TDP1 cell noCPT: -24%; TDP1 inh: 2%; DT40 TDP1 CPT: -8%
CCOC(=O)C1(C)CCCN(C(=O)c2ccc(C)c(F)c2)C1 (configuration not stated) is entered as TDP1 cell noCPT: -29%; TDP1 inh: ·; DT40 TDP1 CPT: 2%
O=C(Cc1ccc(Br)cc1)N1CCN(c2ccccc2O)CC1 is entered as TDP1 cell noCPT: -12%; TDP1 inh: -5%; DT40 TDP1 CPT: 2%

Additional results.
Under each structure – TDP1 cell noCPT | TDP1 inh | DT40 TDP1 CPT
- Cc1ccc2nc(-c3ccc(NC(=O)COc4ccccc4)cc3)sc2c1
  -13% | -1%[12.3 µM] | -11%
- O=C(COC(=O)c1cc(Cl)ccc1Cl)NC1CCCC1
  4% | · | 5%
- Cc1cc(O)ccc1NS(=O)(=O)c1ccc2c3c(cccc13)C(=O)N2
  ? | 5% | -5%
- CC(=O)Nc1ccc(/C=N\NC(=O)CNS(=O)(=O)c2ccc([N+](=O)[O-])cc2)cc1
  14% | 2% | 8%
- O=C1CNC(=O)/C1=C\N1CCN(C(c2ccccc2)c2ccccc2)CC1
  ? | 6% | ?
- CCCc1cc(C(=O)NCc2cccs2)no1
  -22% | 1% | -10%
